TDP1 block = qHTS Assay for Inhibitors of Tyrosyl-DNA Phosphodiesterase (TDP1). AID 485290, 2010. Tyrosyl-DNA phosphodiesterase 1 (Homo sapiens), Q9NUW8. recombinant TDP1, AlphaScreen DNA substrate cleavage. 0.28% of 350,000 active. Potency, µM (top dose mostly 130 µM), for inactives: at the top dose activity change, negative = inhibition, actives largely listed as inhibitors; further: nearly all actives have a fitted effect of over 40% in size
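Recombinant E. coli-expressed Tdp1 (1 nM) preincubated with compound 15 min at RT, then 5'-biotin/3'-phosphotyrosine-FITC DNA substrate (15 nM) added for 5 min. AlphaScreen beads (10 ug/ml) added, 10 min RT; tyrosine-FITC cleavage read as signal loss.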
KAT2A inh = qHTS Assay for Inhibitors of GCN5L2; 0.21% of 390,000 active; Potency, µM (series often up to 58.9 µM), without a hit: top-dose activity change, negative = inhibition, actives largely listed as inhibitors; AID 504327, 2011; GCN5L2 HAT assay, ThioGlo1 CoA-SH fluorescence; Histone acetyltransferase KAT2A (Homo sapiens), Q92830
Target sequence (Q92830 whole entry, looked up): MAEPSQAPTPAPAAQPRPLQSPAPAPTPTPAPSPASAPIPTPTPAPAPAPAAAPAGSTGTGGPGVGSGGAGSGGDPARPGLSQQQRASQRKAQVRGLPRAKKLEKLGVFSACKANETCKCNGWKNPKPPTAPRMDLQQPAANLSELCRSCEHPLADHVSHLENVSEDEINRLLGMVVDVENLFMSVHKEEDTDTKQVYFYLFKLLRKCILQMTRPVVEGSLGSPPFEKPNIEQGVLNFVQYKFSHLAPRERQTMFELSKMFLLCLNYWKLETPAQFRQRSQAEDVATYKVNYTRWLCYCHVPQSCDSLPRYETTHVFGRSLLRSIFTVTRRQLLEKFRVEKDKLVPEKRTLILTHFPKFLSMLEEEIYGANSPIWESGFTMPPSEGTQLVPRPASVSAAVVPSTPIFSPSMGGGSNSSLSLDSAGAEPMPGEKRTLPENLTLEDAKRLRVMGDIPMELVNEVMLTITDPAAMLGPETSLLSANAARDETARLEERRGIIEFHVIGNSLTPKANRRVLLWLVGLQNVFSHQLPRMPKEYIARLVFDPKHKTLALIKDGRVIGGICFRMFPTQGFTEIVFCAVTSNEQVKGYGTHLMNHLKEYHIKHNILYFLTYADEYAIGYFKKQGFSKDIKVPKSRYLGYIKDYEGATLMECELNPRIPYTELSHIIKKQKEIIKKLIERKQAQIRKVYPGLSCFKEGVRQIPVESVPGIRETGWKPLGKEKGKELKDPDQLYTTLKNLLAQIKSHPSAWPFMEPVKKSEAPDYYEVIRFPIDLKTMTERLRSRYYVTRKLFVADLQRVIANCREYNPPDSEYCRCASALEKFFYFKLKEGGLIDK
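Titration-based screen in which CoA formation is detected via maleimide probe ThioGlo1 (50uM) turning fluorescent on thiol reaction; substrates H3(1-25) 75uM and acetyl-CoA 70uM, GCN5L2 20nM, 20 min incubation at room temperature.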
TDP1 cell noCPT = qHTS for Inhibitors of human tyrosyl-DNA phosphodiesterase 1 (TDP1): qHTS in cells in absence of CPT; DT40 Tdp1-/- hTDP1 cells, no CPT, ATP luminescence, 48 h; Potency, µM (series often up to 46.2 µM), for inactives: at the top dose activity change, negative = growth inhibition, actives largely listed as inhibitors; 15% of 420,000 active; further: nearly all actives have a fitted effect of over 55% in size
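Growth of hTDP1-complemented DT40 Tdp1-knockout cells is measured by ATP luminescence after at least 48 hr compound exposure at 37 °C, with DMSO substituting for the 20 nM CPT used in the parallel screen.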
The depositor's hits bear a star; ? = inconclusive; nt = not tested or not shown; & = joins results of further samples; [ ] = remark or other dose. The call rests on the fitted dose curve; in most records, active means well fitted curve in the direction sought with a large enough effect; inconclusive means small, poorly fitted or top-dose-only effect, or another doubt; inactive means no such curve, though single readings can be large; an effect the other way counts as inactive or inconclusive. On the % scale 0 is the no-effect control and ±100 the full control effect; potency means the concentration at half of the fitted maximal effect.

SMILES	TDP1 block	KAT2A inh	TDP1 cell noCPT
CC(C)COc1ccc(Cc2c(O)[nH]c(=S)[nH]c2=O)cc1	nt	?	2.2%
COc1ccc(CN2CCN(c3ccccc3)CC2)c(C)c1C	5.0%	-8.4%	?
CC(=O)c1ccc(N2CCN(c3ncccn3)CC2)c([N+](=O)[O-])c1	8.7%	-12.0%	?
CCCCS(=O)(=O)N1CCN(C(=N)N[N+](=O)[O-])CC1	1.2%	-5.3%	-14.1%
CN1CCCCC1c1cccnc1 (stereo not given)	15.8%	-8.1%	-2.2%
O=C(N/N=C/c1c(O)n(Cc2ccccc2)c(=O)[nH]c1=O)c1ccccc1O	7.9%	-17.4%	-26.9%
O=C1NC(=O)N(C2CCCCC2)C(=O)C1C1c2ccccc2C(=O)N1Cc1ccccc1 (stereo not given)	3.8%	4.6%	-32.6%
CCCCN1CCC(O)(c2ccccc2)C(C(=O)c2ccccc2)C1 (stereo not given)	2.5%	-2.3%	2.91µM*
COc1cccc(-c2cc(C(F)(F)F)n3nc(C(=O)N4CCC5(CC4)OCCO5)cc3n2)c1	1.1%	-2.1%	-21.7%
O=S1(=O)N(Cc2ccccc2)CCCN1Cc1ccc(F)cc1Cl	nt	-15.6%	?
Cc1ccc(CN2CCN(Cc3ccccc3F)CC2)cc1	-9.2%	-1.3%	-21.4%
CC(=O)Nc1ccc(OC(=O)N(C)c2ccccc2)cc1	4.7%	-3.2%	-3.9%
O=P(C(Cl)Cl)(N1CCOCC1)N1CCOCC1	0.0%	-0.4%	-9.1%
CC(Cc1ccccc1)/[N+]([O-])=C\c1ccc(C(F)(F)F)cc1 (stereo not given)	-2.4%	-23.4%	?
C=CCn1c(O)c(/C(CC)=N/NC(=S)Nc2ccccc2)c(=O)[nH]c1=O	39.8µM*	-2.8%	-1.3%
S=C(S)N1CCNCC1	nt	9.2%	-16.5%
CCCSc1nc2ccccc2c(=O)n1-c1ccccc1OC	-5.7%[12.3 µM]	-17.3%	20.6µM*
Nc1nc(N)c2nc(CNc3ccc(C(=O)NC(CCC(=O)O)C(=O)O)cc3)cnc2n1 (stereo not given)	?	?	-96.1%
O=c1[nH]c(=O)n(Cc2ccco2)c(O)c1C=NCCN1CCNCC1	0.0%	3.1%	3.4%
Cc1ccc(N2C(=O)/C(=C/c3ccc(CN(CCC#N)S(C)(=O)=O)o3)C(=O)NC2=S)cc1	-5.3%	-29.3%	-10.1%
CN1CCCC(C(=O)c2ccc(-c3ccccc3)cc2)C1 (stereo not given)	nt	-3.4%	18.4µM*
Cc1cscn1	0.1%&3.7%	-0.5%	?
COC(=O)C1=C(c2ccc(OC(F)(F)F)cc2)C[C@@H]2CC[C@H]1N2C(=O)NCCO	-0.2%	-5.0%	-25.8%
Cc1ccc2c(c1)N(C(C)C(=O)N1CCC3(CC1)OCCO3)C(=O)CO2 (stereo not given)	-11.2%	-2.4%	7.7%
CS(=O)(=O)Nc1ccc(Cc2noc(-c3ccc4[nH]cc(CCN)c4c3)n2)cc1	7.3%&5.8%&6.0%	-6.1%&-8.1%&-10.8%	?
SMILES	TDP1 block	KAT2A inh	TDP1 cell noCPT
CN1C(=O)C(Cc2c[nH]c3ccccc23)C(=O)N(C)C1=O	5.2%	2.0%	nt
O=c1[nH]c(=O)n(Cc2ccc(F)cc2)c(O)c1C=NCCCn1ccnc1	3.6%	-1.9%	4.1%
O=C(Nc1cccc(F)c1)N1CC[C@@]2(CCCN(C(=O)Oc3ccccc3)C2)C1	nt	-1.7%	-69.5%
CCN1CCC2(CCNC2)C1 (stereo not given)	3.1%	-3.7%	2.7%
COc1ccc(CCn2c(O)c(C=NC3CC3)c(=O)[nH]c2=O)cc1OC	6.3%	0.2%	-12.4%
C#C[C@]1(O)CC[C@H]2[C@@H]3CCC4=CC(=O)CC[C@]4(C)[C@H]3CC[C@@]21C	6.0%	3.0%	-10.9%&-4.2%&-3.8%
Cn1c(O)c(C(=Nc2ccccc2)SCc2ccc(Cl)cc2)c(=O)n(C)c1=O	nt	2.9%	3.26µM*
NS(=O)(=O)c1cccc(N2CCNCC2)c1	3.0%	0.9%	-17.1%
COc1ccc(/C=C2\C(=O)NC(=O)N(Cc3ccccc3)C2=O)c(OC)c1OC	4.9%	5.7%	?
CC1C(=O)OC2CCN3CC=C(COC(=O)[C@](C)(O)[C@]1(C)O)C23 (stereo not given in full)	-6.8%[56.1 µM]	0.6%	-28.1%
O=P(O)(O)COc1ccccc1O	0.0%	-0.4%	-13.1%
CC(=O)N1CCCSC1=Nc1ccccc1	2.4%	4.0%	-10.4%
CCCCn1c(N)c(N(CCOC)C(=O)CN2CC=C(c3ccccc3)CC2)c(=O)[nH]c1=O	-5.0%	-1.7%	?
C[C@H](CO)N1C[C@H](C)[C@@H](CN(C)C(=O)Nc2ccccc2)Oc2c(NC(=O)Nc3ccccc3)cccc2C1=O	0.7%	-1.4%	?
C=CCN1CC[C@]23c4c5ccc(O)c4OC2C(=O)CC[C@]3(O)C1C5 (stereo not given in full)	1.9%	-7.4%	0.8%
CCNC(=O)[C@H]1O[C@@H](n2cnc3c(N)ncnc32)[C@H](O)[C@@H]1O	8.5%&8.5%&-3.6%	-0.7%&14.4%&1.1%&-12.4%	-0.7%
Cc1cc(=O)oc2cc(OCC(=O)N3C[C@H]4C[C@@H](C3)c3cccc(=O)n3C4)ccc12	nt	4.3%	-0.1%
O=C(c1cc2c(s1)CCCC2)N1CCC2(CC1)OCCO2	4.5%	-0.7%	?
CN(C)C(=O)Oc1ccc2c(=O)c(Oc3ccccc3Br)coc2c1	nt	-17.3%	-22.9%
Cc1cc(C)nc(N2Cc3ccccc3C2=N)n1	2.6%	-11.8%	23.1µM*
COc1ccccc1C(=O)Nc1ccc2nc(SCC(=O)N(C)c3ccccc3)sc2c1	3.6%	-13.8%	11.6µM*
CC(C)Oc1ccc(C2(C#N)CC[N+](C)(C)CC2)cc1	-1.2%	0.2%	-4.1%
CCCOc1ccc(C(=O)Nc2ccc(-c3cc4ccccc4oc3=O)c(C)c2)cc1	-1.9%[2.28 µM]	-8.5%	5.17µM*
COc1ccc(C)cc1NC1=NC(C)(C)CS1	6.3%	-4.7%	-16.4%
C=COCCn1c(C)c(C(C)=O)c2cc(O)ccc21	1.2%	13.0%	?
SMILES	TDP1 block	KAT2A inh	TDP1 cell noCPT
O=C(c1cccc(Cl)c1)C1CCCN(Cc2cccc3cnccc23)C1 (stereo not given)	nt	-3.6%	20.6µM*
Cc1ccccc1CN1CCN(C(=O)Cc2ccccc2)CC1	-12.7%	2.4%	-21.4%
Brc1ccccc1CNCCc1ccc2c(c1)OCO2	nt	-6.8%	?
CC(C)NS(=O)(=O)c1ccc(OCC(=O)N2CCN(C)CC2)cc1	3.7%	-7.6%	-9.8%
CC(=O)c1c(C)n(Cc2ccccc2Cl)c2ccc(O)cc12	6.0%	-2.8%	?
Cc1cccc(-n2c(C)nc3ccccc3c2=O)n1	0.0%	-3.1%	-2.2%
CCCc1c(C)nc(SCC(=O)C(C)(C)C)nc1OC(=O)N(C)C	0.0%	0.4%	?
N#CCCn1cc(C(=O)Nc2ccc([N+](=O)[O-])cc2)c(-c2ccc3c(c2)OCCO3)n1	2.6%	-6.6%	-14.5%
CCOCCSc1nc2c(c(-c3cccs3)c1C#N)CC/C2=C/c1cccs1	5.7%	-20.3%	?
Cc1ccc(C)c(N)c1	-0.1%&17.2%	0.9%	1.9%
CCOc1ccccc1N1CCN(Cc2cccc(OC)c2OC)CC1	-1.0%	-10.3%	?
O=[N+]([O-])c1ccc(NCCO)c2ncccc12	5.3%	-0.7%	-27.5%
Cc1ccsc1C(=O)C1CCCN(Cc2c(C)nn(C(C)C)c2C)C1 (stereo not given)	0.0%	-0.6%	-14.5%
CC/C(CC(c1ccccc1)c1c(O)c2ccccc2oc1=O)=N\NC(N)=S (stereo not given)	-13.2%	-2.7%	?
CN1CCN(CCC(C#N)(c2ccccc2)c2ccccc2)CC1	3.9%	-7.7%	-20.6%
COc1cc(C2c3cc4c(c(O)c3CC3COC(=O)C32)OCO4)cc(OC)c1OC (stereo not given)	1.1%&1.8%	0.7%	0.116µM*
CCOC(=O)C1=C(N)Oc2ccccc2C12C(=O)N(CC(=O)OC)C(CC(=O)OC)=C2C(=O)OC (stereo not given)	1.0%	-3.8%	-8.9%
Cc1cccc(-n2c(O)c(C=NCCCN3CCOCC3)c(=O)[nH]c2=O)c1C	6.2%	0.7%	0.5%
CN1CCCN(C(=O)COc2ccccc2)CC1	nt	-3.5%	8.5%
CC12CN3CC(C)(CN(C1)C3c1cccs1)C2=O (stereo not given)	-3.7%	21.4%	13.7%
COc1ccc(C(=O)C2CCCN(C3CSCCSC3)C2)c(OC)c1 (stereo not given)	3.6%	3.5%	23.1µM*
Cc1ccc2c(c1)C(c1ccccc1)NCC(=O)N2 (stereo not given)	5.8%	-2.5%	?
CCCCn1c(=O)c(C(=O)Nc2ccsc2C(=O)OC)c(O)c2ccccc21	0.0%	-23.8%	5.17µM*
COP(=O)(OC)C(Nc1ccccn1)c1ccccc1 (stereo not given)	-4.6%	10.8%	-0.3%
C[C@]12CCC3C(CC[C@]4(O)CC(O)CC[C@@]34C=O)[C@]1(O)CCC2C1=CC(=O)OC1 (stereo not given in full)	-6.2%	11.2%	-20.9%
Oc1ccc2c3c1O[C@H]1c4c(c5ccccc5n4Cc4ccccc4)C[C@@]4(O)C(C2)N(CC2CC2)CC[C@]314	17.1%	-6.5%	3.66µM*
C=CCNC(=O)c1c(N)n(Cc2ccco2)c2nc3ccccc3nc12	2.8%	-5.7%	14.6µM*

An excerpt; rates above refer to the full screens.
